Compound activity: PubChem, Sanford-Burnham Center for Chemical Genomics
KOR beta-arrestin-1 = kappa opioid receptor activators – cell-based, luminescence, uHTS, primary screen (AID 1777); KOR beta-arrestin recruitment, luminescence; higher % means a stronger effect; activation, % at 10 µM, or EC50 in µM where a hit was titrated; 280,000 tested, 0.02% active; in the data active = activation above about 50%, passing the limit was not always enough; note: a part of the inactive calls stands beside numbers as strong as those of hits
KOR beta-arrestin-2 = KOR antagonists, beta-arrestin recruitment, cell-based, luminescence, uHTS (AID 1778). KOR beta-arrestin recruitment, luminescence, antagonist mode; higher % means a stronger effect. inhibition, % at 10 µM; hits with a dose series show IC50 in µM. 290,000 tested, 0.091% active; in the data active = inhibition above about 50%; note: strong numbers were not always called active
GPR55 LPI antagonism = GPR55 antagonists blocking LPI-driven arrestin recruitment, primary screen, imaging, U2OS, beta-arrestin-GFP, LPI agonist (AID 2013). U2OS GPR55 beta-arrestin-GFP translocation imaging, LPI antagonism; higher % means a stronger effect. one-dose inhibition, % at 10 µM; IC50 in µM for titrated hits. 290,000 tested, 0.13% active;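 active = spots per cell inhibited over 60%, with over 100 cells counted and total cytoplasm intensity under 500,000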;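 note: U2OS cells stably carrying GPR55 and arrestin-GFP stimulated by 5 µM LPI near EC80; imaged beta-arrestin-GFP aggregate spots per cell after agonist stimulation; plate controls were LPI-stimulated DMSO wells for no effect and DMSO wells without LPI for full effect; some results filed as inactive read as strong as hits; confirmed hits need IC50 under 10 µM and bright autofluorescent wells are also inconclusive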
NOD1 inhibition = inhibition of NOD1-driven NF-kB reporter – cell-based, luminescence, uHTS, primary screen (AID 1578) | NOD1-driven NF-kB luciferase reporter cells, luminescence; higher % means a stronger effect | inhibition, % at 4 µM, or EC50 in µM where a hit was titrated | 290,000 tested, 1% active; in the data active = inhibition mostly above about 36%, no sharp cut-off; inactive = mostly below about 34%;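 note: HEK-293T reporter cells stimulated with the NOD1 agonist gamma-tri-DAP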
HIV fusion peptide = inhibitors of HIV fusion peptide binding, primary screen, biochemical, uHTS, fluorescence dequenching (AID 1986) | cell-free peptide binding, fluorescence dequenching, 30 min; higher % means a stronger effect | inhibition, % at 20 µM, or IC50 in µM where a hit was titrated | 290,000 tested, 0.3% active; in the data active = inhibition mostly above about 52%, no sharp cut-off; inactive = mostly below about 76%; note: some results filed as inactive read as strong as hits
Siah-1 displacement = blockers of Siah-1 interaction with plectin peptide – biochemical, fluorescence polarization, rhodamine-plectin, uHTS, primary screen (AID 1817); 290,000 tested, 0.02% active; one-dose displacement, % at 20 µM; IC50 in µM for titrated hits; Siah-1 / rhodamine-plectin peptide fluorescence polarization; higher % means a stronger effect;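 active = displacement of at least 50% at 20 µM, with a fluorescence ratio check between 0.3 and a set limit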;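 note: plate controls were Siah plus tracer with DMSO for no effect and tracer alone without Siah for full effect; strong numbers were not always called active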
AID2073 = inhibitors of Mint1-CaV2.2 protein interaction, biochemical, HTRF (AID 2073) | HTRF protein-protein interaction, Mint1-CaV2.2; higher % means a stronger effect | one-dose inhibition, % at 20 µM; IC50 in µM for titrated hits | 290,000 tested, 0.19% active; in the data active = inhibition mostly above about 51%, no sharp cut-off; note: some results filed as inactive read as strong as hits
GPR35 arrestin U2OS = inhibition of zaprinast-stimulated GPR35 beta-arrestin translocation – imaging, U2OS, beta-arrestin-GFP, zaprinast agonist, primary screen (AID 2058). 290,000 tested, 0.052% active. inhibition, % at 10 µM, or IC50 in µM where a hit was titrated. U2OS GPR35 beta-arrestin-GFP translocation imaging, zaprinast antagonism; higher % means a stronger effect;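 active = inhibition of at least 50% with at least 30 cells and total cytoplasm GFP at most 10,000,000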
GPR55 activation = GPR55 agonists via beta-arrestin recruitment, primary screen, imaging, U2OS cells, beta-arrestin-GFP redistribution (AID 1961); U2OS GPR55 beta-arrestin-GFP redistribution imaging; higher % means a stronger effect; one-dose activation, % at 10 µM; EC50 in µM for titrated hits; 290,000 tested, 0.048% active;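 active = activation above 40% with more than 50 cells counted in the well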;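 note: U2OS osteosarcoma cells stably expressing GPR55 and beta-arrestin-GFP; plate controls were DMSO negative control for no effect and LPI positive control for full effect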
Active calls of the source: *; nt = not tested or not shown; [ ] = dose if it differs, or a comment. The list is partial. The share of hits here may be higher or lower than overall.

Molecule	KOR beta-arrestin-1	KOR beta-arrestin-2	GPR55 LPI antagonism	NOD1 inhibition	HIV fusion peptide	Siah-1 displacement	AID2073	GPR35 arrestin U2OS	GPR55 activation
CCOC(=O)c1c(NC(=O)C2CCCCC2)sc2c1CCN(C(C)C)C2	-0.4%	-19.6%[20 µM]	22.0%	-9.7%	-0.1%	2.1%	-9.0%	-6.3%	0.7%
COC(=O)c1[nH]c2cccc(OC)c2c1NC(=O)C(C)N1CCC(C)CC1 (configuration not stated)	nt	-19.3%	8.6%	1.8%	-1.0%	-5.1%	9.4%	2.5%	-0.1%
COc1ccc(/C=C(\C#N)C(=O)OCC(=O)NCc2ccc(Cl)cc2)cc1	-0.6%	27.9%	8.8%	-15.5%	4.4%	6.3%	24.1%	1.7%	0.2%
Cc1cc(C(=O)CN2C(=O)CN(C)C2=O)c(C)n1-c1cccc(S(=O)(=O)N2CCOCC2)c1	1.6%	-35.8%	0.0%	-18.4%	1.9%	-1.2%	18.5%	-0.3%	0.7%
O=C(CCC(=O)c1ccccc1)Nc1ccccc1OC(F)F	-6.0%	18.3%	-4.3%	3.7%	0.0%	-3.3%	2.8%	2.1%	0.0%
O=C(c1cnn2c(C(F)F)cc(C3CC3)nc12)N1CCc2ccccc2C1	-1.2%	4.0%	-0.1%	-5.8%	1.6%	-2.3%	17.1%	-0.4%	0.0%
O=C(c1cc(-c2ccc(F)cc2)no1)N1CCN(Cc2ccc3c(c2)OCO3)CC1	-3.8%	-11.3%[20 µM]	-13.9%	-19.4%	-2.0%	1.0%	1.0%	-10.4%	0.5%
CCS(=O)(=O)N1CCC(C(=O)NCCc2ccc(C)cc2)CC1	-3.1%	-34.0%	13.2%	-8.8%	-1.6%	-3.4%	-0.6%	17.7%	-0.1%
CC(=O)c1cccc(NC(=O)NCc2ccc3c(c2)OCO3)c1	-2.8%	-0.4%	5.3%	-30.9%	-1.9%	-0.7%	-1.2%	-2.7%	-0.1%
COC(=O)c1ccccc1N=Nc1c(C)[nH][nH]c1=O	-1.9%	23.9%	-8.8%	5.9%	-1.1%	1.7%	5.9%	0.1%	-0.1%
Cc1ccc(CN(Cc2cccnc2)C(=O)CN2C(=O)COc3ccccc32)o1	10.1%	9.1%	0.4%	-9.5%	-0.9%	2.2%	28.1%	9.8%	0.0%
CCOC(=O)C1CCCN(C(=O)c2cc3cc4ccc(OC)cc4nc3o2)C1 (configuration not stated)	1.9%	-12.0%	1.8%	-32.4%	0.0%	4.2%	4.7%	14.5%	-0.1%
CC(CCc1ccccc1)NC(=O)CSc1ccccc1 (configuration not stated)	-1.7%	nt	3.3%	-6.1%	1.4%	2.7%	-20.4%	-0.3%	0.2%
NC(=S)N1CCCc2ccccc21	nt	22.8%	5.9%	2.5%	-3.1%	2.9%	-8.9%	1.9%	0.3%
Cc1onc(-c2ccc3c(c2)OCO3)c1-c1ccc2[nH]ccc2c1	2.1%	-74.2%[20 µM]	-12.1%	34.9%	1.2%	6.2%	5.4%	17.9%	-0.3%
O=C(ONC1=NCCCCC1)c1ccc([N+](=O)[O-])cc1	-1.9%	-5.1%	8.9%	11.5%	2.5%	4.6%	10.7%	-2.4%	2.0%
CC1CC(C)CN(CCCNC(=O)Cc2c(C(=O)O)[nH]c3ccccc23)C1 (configuration not stated)	2.2%	-29.4%	1.3%	-6.1%	-1.0%	-3.5%	-2.2%	6.5%	-0.2%
CCN=C1SC(C(=O)Nc2ccc(OC)cc2)CC(=O)N1CC (configuration not stated)	9.1%	-31.6%	-0.9%	8.9%	0.2%	-5.2%	24.1%	-6.2%	-0.3%
CCC(OC(=O)c1cccs1)C(=O)NCc1ccc(C)cc1 (configuration not stated)	nt	-9.6%[20 µM]	2.6%	5.1%	-1.3%	-3.0%	15.1%	12.2%	-0.1%
Cc1cc(C)c(NC(=S)N(Cc2cccnc2)Cc2ccco2)c(C)c1	2.3%	-4.9%	9.2%	-2.7%	1.9%	0.9%	0.6%	6.8%	0.2%
COc1ccccc1N1CN(Cc2ccccc2)CNC1=S	1.9%	-6.5%	-0.8%	-8.7%	-0.5%	-0.2%	13.6%	2.7%	0.3%
COc1ccc(OC)c(-n2c(SCC(=O)Nc3cccc(S(N)(=O)=O)c3)nc3ccccc3c2=O)c1	0.6%	41.7%	7.8%	7.2%	-0.2%	-1.6%	-23.8%	5.7%	-0.2%
COCC(=O)Oc1c(S(=O)(=O)c2ccc(C)cc2)c(C)nn1-c1ccccc1	4.5%	-23.0%	7.1%	9.9%	3.0%	1.6%	-4.6%	10.7%	-0.1%
Oc1ccc(N=Nc2ccc(Br)cc2)c(O)c1	3.2%	-102.3%	-5.0%	-2.7%	3.0%	-4.0%	9.3%	4.6%	1.2%
O=C(C(=O)N1CCN(C(=O)c2ccco2)CC1)c1c[nH]c2ccccc12	-1.1%	3.3%	4.1%	-10.1%	1.2%	6.6%	19.4%	-0.3%	0.1%
O=C(Cc1cccs1)Nc1ccc(C(=O)O)cc1	-6.5%	-23.6%	9.0%	11.4%	0.5%	-2.3%	-0.5%	4.8%	-0.2%
COc1ccc(CCNC(=O)CN(c2ccc(OC)cc2)S(C)(=O)=O)cc1	-1.5%	-32.6%[20 µM]	4.9%	-19.0%	-0.1%	16.4%	0.2%	-2.6%	-0.1%

Results in NOD1 inhibition and GPR35 arrestin U2OS (2 entries from above):
structure	NOD1 inhibition	GPR35 arrestin U2OS
O=C(c1cc(-c2ccc(F)cc2)no1)N1CCN(Cc2ccc3c(c2)OCO3)CC1	-19.4%	-10.4%
CCN=C1SC(C(=O)Nc2ccc(OC)cc2)CC(=O)N1CC (configuration not stated)	8.9%	-6.2%

Structures above that contain an aryl methoxy group, in the order listed:
Molecule	KOR beta-arrestin-1	KOR beta-arrestin-2	GPR55 LPI antagonism	NOD1 inhibition	HIV fusion peptide	Siah-1 displacement	AID2073	GPR35 arrestin U2OS	GPR55 activation
COC(=O)c1[nH]c2cccc(OC)c2c1NC(=O)C(C)N1CCC(C)CC1 (configuration not stated)	nt	-19.3%	8.6%	1.8%	-1.0%	-5.1%	9.4%	2.5%	-0.1%
COc1ccc(/C=C(\C#N)C(=O)OCC(=O)NCc2ccc(Cl)cc2)cc1	-0.6%	27.9%	8.8%	-15.5%	4.4%	6.3%	24.1%	1.7%	0.2%
CCOC(=O)C1CCCN(C(=O)c2cc3cc4ccc(OC)cc4nc3o2)C1 (configuration not stated)	1.9%	-12.0%	1.8%	-32.4%	0.0%	4.2%	4.7%	14.5%	-0.1%
CCN=C1SC(C(=O)Nc2ccc(OC)cc2)CC(=O)N1CC (configuration not stated)	9.1%	-31.6%	-0.9%	8.9%	0.2%	-5.2%	24.1%	-6.2%	-0.3%
COc1ccccc1N1CN(Cc2ccccc2)CNC1=S	1.9%	-6.5%	-0.8%	-8.7%	-0.5%	-0.2%	13.6%	2.7%	0.3%
COc1ccc(OC)c(-n2c(SCC(=O)Nc3cccc(S(N)(=O)=O)c3)nc3ccccc3c2=O)c1	0.6%	41.7%	7.8%	7.2%	-0.2%	-1.6%	-23.8%	5.7%	-0.2%
COc1ccc(CCNC(=O)CN(c2ccc(OC)cc2)S(C)(=O)=O)cc1	-1.5%	-32.6%[20 µM]	4.9%	-19.0%	-0.1%	16.4%	0.2%	-2.6%	-0.1%
